# OX1R FRET antag – OX1R (human) antagonism | O43613 | OX1R-expressing cells, FRET antagonist read-out | inhibition, % at 6.6 µM | actives 1.8% (n = 330,000); in the data active = inhibition mostly above about 38%, no sharp cut-off; inactive = mostly below about 40%;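 also: 0% = agonist challenge alone and 100% = reference antagonist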
# Target sequence (O43613 whole entry, looked up): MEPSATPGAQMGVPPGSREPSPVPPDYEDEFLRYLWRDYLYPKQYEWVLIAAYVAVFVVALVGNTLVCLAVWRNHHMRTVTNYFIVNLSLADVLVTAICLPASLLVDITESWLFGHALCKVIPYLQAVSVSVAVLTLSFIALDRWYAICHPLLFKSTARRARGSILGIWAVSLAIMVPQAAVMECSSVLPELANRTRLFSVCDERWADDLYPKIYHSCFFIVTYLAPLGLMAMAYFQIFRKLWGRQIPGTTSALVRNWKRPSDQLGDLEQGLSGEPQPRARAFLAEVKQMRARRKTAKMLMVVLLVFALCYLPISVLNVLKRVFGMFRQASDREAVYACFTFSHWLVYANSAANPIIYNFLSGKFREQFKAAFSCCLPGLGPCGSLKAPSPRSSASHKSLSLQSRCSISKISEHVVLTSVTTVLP
# STK33 inh – human STK33 kinase inhibition; Q9BYT3; purified STK33, MBP phosphorylation, ADP-Glo luminescence; inhibition, % at 10 µM; actives 0.073% (n = 320,000); AID 2661;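 active = inhibition at or above 25%, using the most active replicate where run in duplicate; inactive = inhibition below 25%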
# Target sequence (Q9BYT3 whole entry, looked up): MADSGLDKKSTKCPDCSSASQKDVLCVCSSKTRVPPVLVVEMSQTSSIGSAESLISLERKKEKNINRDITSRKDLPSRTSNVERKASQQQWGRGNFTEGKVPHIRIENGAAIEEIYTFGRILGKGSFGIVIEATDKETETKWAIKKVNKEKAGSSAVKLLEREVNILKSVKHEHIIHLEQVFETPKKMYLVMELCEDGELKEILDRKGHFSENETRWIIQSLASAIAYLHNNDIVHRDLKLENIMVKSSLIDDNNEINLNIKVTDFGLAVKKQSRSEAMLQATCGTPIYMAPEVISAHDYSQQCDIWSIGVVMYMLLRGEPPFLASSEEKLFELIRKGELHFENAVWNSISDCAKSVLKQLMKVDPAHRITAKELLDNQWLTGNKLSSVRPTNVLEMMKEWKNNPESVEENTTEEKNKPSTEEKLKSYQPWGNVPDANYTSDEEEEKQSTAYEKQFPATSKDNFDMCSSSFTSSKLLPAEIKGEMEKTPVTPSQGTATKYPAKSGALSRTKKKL
# The depositor's hits bear a star; / = not tested or not shown.
OX1R FRET antag	STK33 inh	structure
5.7	-0.3	COc1ccc(N2C(=O)c3ccccc3NC2c2cccnc2)cc1 (stereo unspecified)
3.2	-1.5	O=C(c1cc(-c2ccco2)nc2ccccc12)N1CCN(c2ccc(F)cc2)CC1
11.0	-1.2	COc1cccc(-c2nc(CS(=O)(=O)CC(=O)NC3CCCCCC3)c(C)o2)c1
20.5	-1.0	COc1cccc(/C=N/Nc2nc(N3CCCC3)nc(N3CCCC3)n2)c1O
8.5	0.2	Cc1noc(C)c1S(=O)(=O)Nc1ccc2c(c1)C(=O)N([C@H](C)CO)C[C@H](C)[C@@H](CN(C)S(=O)(=O)c1ccc(F)cc1)O2
8.8	-2.3	O=C1CC(SCCc2nc3ccccc3[nH]2)C(=O)N1c1ccc(F)cc1 (stereo unspecified)
5.7	-0.2	Cc1ccc2cc(NC(=O)c3ccccc3C)ccc2n1
-0.2	0.0	N#CCCC12CCCCC1=Nc1ccccc12 (stereo unspecified)
2.2	-0.6	Cc1[nH]n(-c2ccccc2)c(=O)c1-c1ccccc1
26.2	-1.6	O=C(c1cccnc1)N1CCc2ccccc2C1
15.3	0.3	O=C(O)c1ccc(/C=N/Nc2nc3ccccc3[nH]2)cc1
5.6	-2.8	CCN(CC)CCCNC(=O)C1CCCN(c2nnc(N3CCCC3=O)s2)C1 (stereo unspecified)
-16.3	1.2	Brc1ccc2nc(CSc3ncn[nH]3)cn2c1
6.6	0.5	CC(=O)c1ccc(N2CCN(C(=O)c3cc(-c4ccncc4)nc4ccc(Cl)cc34)CC2)cc1
5.7	-0.3	CCC(c1nnc(SCC(=O)Nc2ccc(NC(C)=O)cc2)n1Cc1ccccc1)N(C)C (stereo unspecified)
11.3	-2.2	CC1CN(C(=S)NC(=O)c2ccco2)CC(C)O1 (stereo unspecified)
65.7	-0.8	O=C(CN1C(=O)c2ccccc2C1=O)NCC(=O)OCC(=O)c1cccc([N+](=O)[O-])c1
-9.2	-0.4	Cc1ccc(S(=O)(=O)N2[C@@H](c3ccc(C(C)(C)C)cc3)C(C(=O)O)=CC[C@H]2c2ccc3c(c2)OCO3)cc1
29.1	0.1	CC(C)Nc1nc(NC(C)C)nc(N(C#N)CCOc2ccc(Cl)cc2Cl)n1
16.8	-1.4	COc1ccc(OC)c(S(=O)(=O)N2C(C)CCCC2C)c1 (stereo unspecified)
7.7	-0.8	Cc1ccc(Cn2nc(C)c3cc(C(=O)OCC(N)=O)sc32)cc1
12.8	-0.8	COc1cc(Cl)c(S(=O)(=O)NCCCN2CCOCC2)cc1Cl
-12.0	0.2	Cn1c(CSCc2ccccc2)nnc1SCC(=O)Nc1ccc(C(=O)O)cc1
5.0	0.4	FC(F)(F)c1ccc(-n2cn[nH]c2=S)cc1
15.8	1.7	O=C(NCCO)/C(=C/c1ccco1)NC(=O)c1ccco1
3.1	-15.7	COc1ccc(CCNC(=O)c2cc3cc(F)ccc3nc2C)cc1OC
13.2	-1.6	Cc1nc(C)c(CC(=O)N2CCc3c([nH]c4ccccc34)C2c2ccccn2)s1 (stereo unspecified)
4.5	0.2	Cc1cccc(Nc2ncccc2C(=O)NCc2cccs2)c1C
20.1	0.3	Cc1ccc(Nc2nnc(SCC(=O)Nc3ncc(C(F)(F)F)cc3Cl)s2)cc1
3.7	1.5	C[C@H](CO)N1C[C@H](C)[C@@H](CN(C)S(=O)(=O)c2ccccc2)Oc2ccc(NS(=O)(=O)c3ccc(F)cc3)cc2C1=O
15.0	-0.8	C=CCOc1c(CNC2CCCC2)cc(Cl)cc1OC
89.1*	2.6	CCc1c(C(=O)Nc2ccc(OC)c(Cl)c2)[nH]c(C)c1C(C)=O
7.6	-1.1	O=C(N[C@H]1C/C=C\C[C@@H](CC(=O)N(CCO)Cc2ccccc2)C(=O)NC[C@H](c2ccccc2)OC1=O)OCC1c2ccccc2-c2ccccc21
12.7	0.2	COc1ccc(-c2oc3ccc(-c4ccc5c(c4)OCO5)cc3c2C#CC2(O)CCCCC2)cc1
1.7	1.9	O=C(/C=C/Nc1cccc(F)c1)c1ccco1
4.1	-0.4	CCOC(=O)c1[nH]c(C)c(C(=O)C(C)C)c1C
6.9	/	Cc1ccc(-c2cccc(-c3cc(=O)oc4ccc(C(C)(C)C)cc34)c2)cc1
8.8	2.0	O=C(COc1ccccc1[N+](=O)[O-])Nc1cccc(C(=O)Nc2ccccc2C(=O)O)c1
23.1	-2.0	COC(=O)c1c(NC(C)=O)sc(C)c1C
6.7	0.0	CC(C)n1c(SCC(=O)Nc2ccc(F)cc2)nnc1C1CC1
9.4	-1.5	CCc1cccc(NS(=O)(=O)c2ccc3c(c2)CCC(=O)N3)c1
-7.0	3.8	N#Cc1ccc(NC(=O)c2cccs2)nc1
3.2	-0.2	CCC(=O)N1N=C(c2ccc(C)o2)CC1c1ccc(Br)cc1 (stereo unspecified)
13.1	-0.8	Cc1ccc(NS(=O)(=O)c2cc(-c3cc(C)no3)ccc2C(C)C)nc1
18.7	/	O=S(=O)(Nc1cccc2ccccc12)c1ccccc1
9.2	-0.5	COC(=O)c1cc(NC2c3ncccc3C(=O)N2Cc2ccccc2)cc(C(=O)OC)c1 (stereo unspecified)
14.1	-0.2	CCCCOc1ccc(Cc2n[nH]c(=S)n2N)cc1
3.0	-0.8	Cc1sc2nc(CN3CCCC3)nc(N3CCN(S(=O)(=O)c4cccc(F)c4)CC3)c2c1C
16.0	3.5	Cc1cc(NC(=O)CSc2nnnn2Cc2ccccc2)no1
18.1	-0.1	CC(Sc1ccc(Cl)cc1)C(=O)NCC(c1ccco1)N1CCCCC1 (stereo unspecified)

# Reprinted from the results shown (seven entries):
OX1R FRET antag	STK33 inh	structure
13.1	-0.8	Cc1ccc(NS(=O)(=O)c2cc(-c3cc(C)no3)ccc2C(C)C)nc1
18.7	/	O=S(=O)(Nc1cccc2ccccc12)c1ccccc1
9.2	-0.5	COC(=O)c1cc(NC2c3ncccc3C(=O)N2Cc2ccccc2)cc(C(=O)OC)c1 (stereo unspecified)
14.1	-0.2	CCCCOc1ccc(Cc2n[nH]c(=S)n2N)cc1
3.0	-0.8	Cc1sc2nc(CN3CCCC3)nc(N3CCN(S(=O)(=O)c4cccc(F)c4)CC3)c2c1C
16.0	3.5	Cc1cc(NC(=O)CSc2nnnn2Cc2ccccc2)no1
18.1	-0.1	CC(Sc1ccc(Cl)cc1)C(=O)NCC(c1ccco1)N1CCCCC1 (stereo unspecified)

# Further structures follow.
OX1R FRET antag	STK33 inh	structure
1.6	-0.9	Cc1cc(C)cc(OCC(=O)N(C)CC(=O)Nc2ccc(Cl)c(C(F)(F)F)c2)c1
7.2	1.8	Cc1nc2ccc(NC(=O)NCCO)cc2s1
6.9	-1.1	CC(C)COCC(O)CCC(=O)NNC(=S)Nc1ccccc1 (stereo unspecified)
6.3	0.1	CC1=C(C(=O)N2CCN(C(=O)c3ccco3)CC2)C2(CCC(C)CC2)OC1=O (stereo unspecified)
-3.4	-1.0	O=C(c1ccco1)N1CCN(C(c2cccs2)c2sc3ncnn3c2O)CC1 (stereo unspecified)
13.6	-0.6	O=C(COc1ccc2c(c1)OCO2)Nc1ccc2c(c1)oc1ccccc12
11.4	-1.1	COc1ccccc1/C=C/c1nc(S(=O)(=O)c2ccccc2)c(N2CCC(C(N)=O)CC2)o1
-0.5	-2.4	COc1ccc(C(NC(=O)CC(C)C)NC(=O)CC(C)C)cc1OC
7.1	-3.0	Clc1ccccc1CN1CCN(/N=C/C=C/c2ccco2)CC1
65.0*	0.8	O=C(/C=C/c1cccs1)c1ccc(N2CCOCC2)cc1
7.7	0.0	CC1OC(OCC2OC(Oc3c(-c4ccc(O)cc4)oc4cc(O)cc(O)c4c3=O)C(O)C(O)C2O)C(O)C(O)C1O (stereo unspecified)
8.4	-1.1	CCOc1ccc(NC(=O)CN(C)C(=O)COc2cccc(CC)c2)cc1OCC
39.5	0.0	COCCNC(=S)N(CCc1c(C)[nH]c2ccc(C)cc12)Cc1cc(OC)c(OC)c(OC)c1
12.8	-1.6	COc1ccc(C2C(C(=O)Nc3cccc(C)n3)c3ccccc3C(=O)N2C)cc1OC (stereo unspecified)
7.6	-0.2	O=C(c1sc2ccccc2c1Cl)N1CCN(c2ccc(F)cc2)CC1
11.6	-0.4	CC(=O)Oc1ccc([C@@H]2COc3c(ccc4c3C=CC(C)(C)O4)C2)c(OC(C)=O)c1
1.3	0.0	COc1ccc(NC(=O)Cn2c(NCC(C)O)nc3ccccc32)cc1Cl (stereo unspecified)
6.2	0.7	CCO[C@@H]1OC(C(=O)NC2CC2)=C[C@H](c2ccc(Br)cc2)[C@H]1CCCO
-1.7	-0.3	CCOc1ccc(S(=O)(=O)NCCCN2CCOCC2)c2ccccc12
6.1	-0.9	Cc1c(C(=O)N2CCCCC2)nnn1-c1nonc1N
17.4	-1.9	COc1cccc(-n2cnc(=O)c3cccnc32)c1
8.1	1.8	COc1ccc([N+](=O)[O-])cc1NS(=O)(=O)c1ccccc1
3.7	0.2	CCOC(=O)c1oc2ccccc2c1NC(=O)C(C)(C)C
9.7	-1.3	Cc1cccc(C(=O)c2ccccc2C(=O)O)c1O
7.1	-0.8	COc1cc2c(cc1OC)CN(C(=O)c1cc(S(=O)(=O)N3CCOCC3)c(Cl)cc1Cl)CC2

# 5 compounds picked at random from those above, as already listed:
OX1R FRET antag	STK33 inh	structure
11.6	-0.4	CC(=O)Oc1ccc([C@@H]2COc3c(ccc4c3C=CC(C)(C)O4)C2)c(OC(C)=O)c1
7.1	-0.8	COc1cc2c(cc1OC)CN(C(=O)c1cc(S(=O)(=O)N3CCOCC3)c(Cl)cc1Cl)CC2
8.4	-1.1	CCOc1ccc(NC(=O)CN(C)C(=O)COc2cccc(CC)c2)cc1OCC
17.4	-1.9	COc1cccc(-n2cnc(=O)c3cccnc32)c1
6.9	-1.1	CC(C)COCC(O)CCC(=O)NNC(=S)Nc1ccccc1 (stereo unspecified)

# (next part)
OX1R FRET antag	STK33 inh	structure
4.5	-1.8	O=C(CN1CCN(c2ccc(O)cc2)CC1)Nc1cc(S(=O)(=O)N2CCCCC2)ccc1Cl
12.1	-0.6	O=S(=O)(NCc1cccnc1)c1ccc(Cl)c2ccccc12
16.3	0.5	Cc1[nH][nH]c(=O)c1N=Nc1ccc(F)cc1
59.3	0.1	CCOc1ccc2nc3sc(C(=O)N4CCN(C)CC4)c(N)c3cc2c1
6.4	-0.8	CN1CCN(C(=O)c2ccc(C(C)(C)C)cc2)CC1
13.4	-3.8	Cc1ccc(S(=O)(=O)N2CCCC2)cc1C(=O)O
10.0	-23.2	CCOc1cc(N2CCOCC2)c(OCC)cc1NC(=O)c1nc2nc(C)cc(C)n2n1
3.5	-2.1	CC1=CC=CC2=NC(=O)CC(C)(C(=O)N(CC(=O)NC3CCCC3)c3ccccc3C)N12 (stereo unspecified)
15.0	-0.2	O=C(Nc1c(C(=O)O)oc2ccc(Br)cc12)c1ccccc1
20.6	-1.8	CCC(C(=O)OCC(=O)Nc1ccc(C)c(S(=O)(=O)N2CCOCC2)c1)c1ccccc1 (stereo unspecified)
37.6	-0.2	CCOc1ccc(C(=O)NCCC2=CCCCC2)cc1OCC
-0.9	-0.7	O=C(Cn1c(=S)[nH]c2ccccc21)c1ccccc1
10.5	-1.0	COCCCNC(=S)N/N=C/c1ccccc1O
42.7	0.3	Cc1ccc(N=C(NOC(=O)c2ccccc2)c2nonc2N)c(C)c1
9.3	-2.4	COc1ccc(Cl)cc1C(=O)Nc1ccc(S(N)(=O)=O)cc1
16.7	-0.4	CC(C)(C)[C@@H]1C=C(C(=O)N2CCOCC2)O[C@H](OCc2ccc(CO)cc2)C1
25.5	-1.6	CC(=O)/C(=C/N(C)C)C(=O)Nc1ccc(Cl)cc1Cl
15.3	-0.9	Cc1ccc(NC(=S)N2CCC(O)CC2)c(C)c1
13.7	/	Cc1ccc(-c2c(C)n([O-])c3c([n+]2=O)CCCC3)cc1
16.0	-1.2	COc1ccccc1NS(=O)(=O)c1ccc(Cl)c(NC(=O)CN2C(=O)c3ccccc3C2=O)c1
13.9	-0.7	O=C(CSc1nc(O)c(Cc2ccccc2)c(=O)[nH]1)Nc1nnc(SCc2ccccc2)s1
30.5	-0.4	CC(C(=O)N1CCN(c2ccc([N+](=O)[O-])cc2)CC1)N1C(=O)C2CC=CCC2C1=O (stereo unspecified)
3.4	-0.4	CCn1nc(C)c(Br)c1-c1nc(CS(=O)(=O)c2ccsc2)no1
12.6	-0.5	O=C(NNC(=S)Nc1ccc(F)cc1)c1cccc([N+](=O)[O-])c1
5.6	-1.3	Cc1cc(NC(=O)COC(=O)C2CC(=O)N(c3ccc(Br)cc3)C2)no1 (stereo unspecified)
3.3	0.2	CCCC(=O)Nc1c2c(nn1-c1ccc(C)cc1)CS(=O)(=O)C2
87.1*	2.4	CC(C)N1CCC2(CC1)N=C(c1ccc3c(c1)OCO3)CC(c1cc(Cl)ccc1O)N2 (stereo unspecified)
/	-0.7	COc1cc(NC(=O)CCN2CCOCC2)cc(OC)c1
8.8	0.3	COC(=O)CCCCCCCC(=O)Nc1nnc(C(F)(F)F)s1
25.4	-0.8	CN(C)c1ccc(C(=S)NCc2ccco2)cc1
3.8	0.0	CN1C(=O)COc2ccc(C(=O)c3ccccc3C(=O)O)cc21
14.7	-1.0	Cc1nn(CC#N)c(=O)n1-c1cccc(F)c1
9.8	-0.1	O=C(Nc1ccnn1C1CCN(Cc2cccc(F)c2F)CC1)C1CCCC1
-2.2	1.2	Cc1cc(N=Nc2ccc(Cl)cc2)cc(CN2CCOCC2)c1O
-6.8	-1.3	CCc1ccccc1-n1nnc(-c2ccccc2)n1
-5.3	0.0	COc1ccc(OCCNC(=O)c2ccc(C)cc2)cc1
15.1	0.5	COC(=O)c1ccc(N2C(=O)C3CC=CC(C)C3C2=O)cc1 (stereo unspecified)
43.6	-1.4	Cc1ccc(C(=O)Nc2cccc(C(=O)NCc3ccco3)c2)cc1
18.2	0.4	COc1ccc(C(CNC(=O)CCNC(=O)c2ccccc2OC)N2CCCC2)cc1 (stereo unspecified)
7.4	6.3	Nc1nc2sc3c(c2c(=O)s1)CCCC3
8.9	-1.4	COc1ccc(C(=O)CN2C(=O)NC3(CCc4ccccc43)C2=O)cc1 (stereo unspecified)
11.0	/	CC1CN(CCCOc2ccccc2-c2ccccc2)CC(C)O1 (stereo unspecified)
